# Compound activity deposited in PubChem BioAssay by The Scripps Research Institute Molecular Screening Center.
# PLC-beta3 inh: human PLC-beta3 inhibitors, primary screen, biochemical, fluorescence. 1-phosphatidylinositol 4,5-bisphosphate phosphodiesterase beta-3 (Homo sapiens), Q01970. Purified PLC-beta3, fluorogenic substrate. inhibition, % at 12.2 µM. actives 0.18% (n = 370,000); in the data active = inhibition above about 11%;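 also: 0% = median of compound wells on plate and 100% = full blocker control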
# PLCg1 inh: PLC-gamma1 enzyme inhibitors, primary screen, biochemical, fluorescence, purified enzyme | 1-phosphatidylinositol 4,5-bisphosphate phosphodiesterase gamma-1 (Homo sapiens), P19174 | inhibition, % at 12.2 µM | fluorogenic substrate | actives 0.84% (n = 370,000); in the data active = inhibition above about 9.5%
# MBD2 DNA inh: inhibitors of MBD2 binding to methylated DNA, primary screen, biochemical, TR-FRET, DNA-binding domain, human; actives 0.31% (n = 370,000); MBD2 binding to methylated oligonucleotide; inhibition, % at 4.4 µM; in the data active = inhibition above about 13%
# Target sequence (Q9UBB5 whole entry, looked up, the tested form may be a part): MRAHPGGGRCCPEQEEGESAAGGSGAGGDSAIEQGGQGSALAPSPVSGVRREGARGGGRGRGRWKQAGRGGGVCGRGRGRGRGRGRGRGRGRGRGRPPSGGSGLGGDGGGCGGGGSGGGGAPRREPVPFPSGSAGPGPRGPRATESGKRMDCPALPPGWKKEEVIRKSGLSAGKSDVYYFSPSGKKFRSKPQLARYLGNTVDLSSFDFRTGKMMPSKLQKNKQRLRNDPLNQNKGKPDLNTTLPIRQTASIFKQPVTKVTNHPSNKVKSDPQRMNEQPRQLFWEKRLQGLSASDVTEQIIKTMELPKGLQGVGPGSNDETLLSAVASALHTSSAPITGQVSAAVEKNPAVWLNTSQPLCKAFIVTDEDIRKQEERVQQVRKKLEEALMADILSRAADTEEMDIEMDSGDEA
# KLK7 zymogen act: proKLK7 zymogen activators, primary screen, biochemical, fluorescence intensity | Kallikrein-7 (Homo sapiens), P49862 | purified proKLK7, EDANS-DABCYL substrate fluorescence; 100% is mature enzyme control, 0% vehicle | activation, % at 7 µM | actives 0.9% (n = 370,000) | AID 652039, 2013;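 active = activation above the mean of all tested compounds plus 3 SD, computed per campaign excluding outliers beyond control limits, cut at about 13% in these data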
# ASAP1 GAP inh: inhibitors of human ASAP1 ArfGAP activity, primary screen, biochemical, fluorescence polarization; Arf-GAP with SH3 domain, ANK repeat and PH domain-containing protein 1 (Homo sapiens), …; ASAP1-stimulated ARF1 GTP hydrolysis, GDP FP detection; inhibition, % at 16.5 µM; actives 0.19% (n = 360,000); in the data active = inhibition above about 25%;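 also: 0% = vehicle with enzyme and substrate and 100% = no enzyme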
# Target sequence (Q9ULH1 325-724 limits assumed): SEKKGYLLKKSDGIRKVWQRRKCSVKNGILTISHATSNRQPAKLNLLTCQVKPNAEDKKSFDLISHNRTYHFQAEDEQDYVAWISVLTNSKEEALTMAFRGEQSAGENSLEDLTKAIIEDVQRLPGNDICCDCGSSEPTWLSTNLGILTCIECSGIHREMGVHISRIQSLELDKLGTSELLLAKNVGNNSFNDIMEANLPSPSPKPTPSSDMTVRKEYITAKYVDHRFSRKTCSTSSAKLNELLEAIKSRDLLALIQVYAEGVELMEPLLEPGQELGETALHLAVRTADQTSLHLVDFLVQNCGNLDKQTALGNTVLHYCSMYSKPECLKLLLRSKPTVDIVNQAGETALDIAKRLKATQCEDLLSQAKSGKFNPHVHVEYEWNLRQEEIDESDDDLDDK
# Tn7 DDE FP: inhibitors of Tn7 peptide binding to fibrin DD(E), primary screen, biochemical, fluorescence polarization, human fibrin, Tn7 probe. Fibrinogen beta chain (Homo sapiens), P02675. FP displacement of FITC-Tn7 peptide from fibrin DD(E); 0% = median of compound wells per plate. inhibition, % at 8.3 µM. actives 0.13% (n = 370,000). AID 720508, 2013;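 active = inhibition above the mean of compounds falling within the control limits plus 3 SD of them, cut at about 14% in these data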;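 also: 0% = plate median of compound wells and 100% = 10 µM Aha-Tn7 peptide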
#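 Assay system: human fibrin DD(E). Input: DD(E) 2 µM final. Medium: Tris buffer with calcium and detergent, pH 7.8. Compound dosing: single point at 8.3 µM. Timing: 10 min plus 3 h, room temperature. Technique: fluorescence polarization of the labelled Tn7 tracer. Read-out: percent inhibition. Replicates: singlicate testing.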
# ARFGAP1 inh: inhibitors of rat ARFGAP1 GAP activity, primary screen, biochemical, fluorescence polarization, GDP tracer | AID 651572, 2012 | actives 0.26% (n = 360,000) | Arfgap1-stimulated ARF1 GTP hydrolysis, GDP FP detection | inhibition, % at 16.5 µM;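 active = inhibition above a per-plate limit, mean inhibition of low control wells plus 3 SD, cut at about 25% in these data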;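 also: 0% = DMSO wells with enzyme and 100% = wells lacking Arfgap1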
# Target sequence (Q62848 1-136 limits assumed): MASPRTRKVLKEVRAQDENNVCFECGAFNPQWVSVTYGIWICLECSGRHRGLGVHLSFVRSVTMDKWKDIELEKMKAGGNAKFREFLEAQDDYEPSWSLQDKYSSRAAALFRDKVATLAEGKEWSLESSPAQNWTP
#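 Material: truncated rat Arfgap1 GAP domain; Incubation: compound-enzyme preincubation 20 min, reaction 120 min, detection 60 min, 25 °C; Read-out: percent inhibition of Arfgap1-stimulated GTP hydrolysis; Technique: FP, GDP Alexa 633 tracer displaced from anti-GDP antibody, 620/688 nm; Controls: No-Arfgap1 wells (100%) versus DMSO full-reaction wells (0%); Replication: single well per compound.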
# ADAM17 inh: ADAM17 inhibitors, primary screen, biochemical, QFRET. recombinant ADAM17, EDANS/DABCYL FRET peptide cleavage. inhibition, % at 6.95 µM. actives 0.83% (n = 370,000). AID 720648, 2013;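 active = inhibition above the mean of compounds lying between control limits plus 3 SD, set per campaign, cut at about 8.5% in these data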;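 also: 0% = DMSO-only wells as the low control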
# DDE Tn6 FP inh: inhibitors of Tn6 peptide binding to fibrin DD(E), primary screen, biochemical, fluorescence polarization, human fibrin, Tn6 probe | Fibrinogen beta chain (Homo sapiens), P02675 | Fibrin DD(E) TRITC-Tn6 fluorescence polarization displacement | actives 0.21% (n = 370,000) | inhibition, % at 8.3 µM | AID 720509, 2013;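 active = inhibition above a per-campaign cutoff: mean of compounds within control limits plus 3 SD, cut at about 15% in these data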;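 also: 0% = median of all compound wells on the plate and 100% = blocking peptide control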
# UHRF1 binding: UHRF1 methylated DNA binding inhibitors, primary screen, counter-screen for MBD2 inhibitor project, biochemical, TR-FRET, human UHRF1, single concentration; UHRF1 binding to methylated oligo; inhibition, % at 4.4 µM; E3 ubiquitin-protein ligase UHRF1 (Homo sapiens), Q96T88; actives 0.75% (n = 370,000); in the data active = inhibition above about 21%;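 also: UHRF1 SRA domain binding a hemimethylated CpG hairpin DNA probe; 0% = median of test compound wells and 100% = reference inhibitor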
# * marks the source's active call; other numbers are inactive results. Random draw from the library; overall some 4.1% were active at least once.
SMILES	ARFGAP1 inh	MBD2 DNA inh	KLK7 zymogen act	UHRF1 binding	Tn7 DDE FP	ASAP1 GAP inh	ADAM17 inh	DDE Tn6 FP inh	PLCg1 inh	PLC-beta3 inh
O=[N+]([O-])c1nn(-c2ccc3c(c2)OCCO3)n(O)c1=NCCC1=CCCCC1	1.8	1.1	-0.3	-3.5	-6.1	-10.6	-6.7	-0.5	0.3	-6.9
COc1ccc(S(=O)(=O)N2CCN(CC(=O)Nc3ccc(C)c(F)c3)CC2)cc1	13.2	3.7	0.9	2.1	-3.4	-5.0	-0.6	2.7	2.7	1.4
CCC(=O)N1CCN(c2nc(CC)nc3sc4c(c23)CCCC4)CC1	0.8	1.1	0.1	-3.0	1.0	-9.1	0.8	6.4	1.7	-5.1
COc1ccc(OC)c(NC(=O)Nc2cc(NC(=O)Nc3cc(OC)ccc3OC)c(C)nc2C)c1	-2.4	-2.0	0.9	-0.2	6.3	-10.4	-3.7	-1.5	2.6	3.8
Cc1cc(C(=O)CSc2ncn[nH]2)c(C)n1-c1cccc(S(=O)(=O)N2CCOCC2)c1	6.8	2.6	0.1	0.2	3.4	7.6	0.8	-1.9	-3.6	1.9
CS(=O)(=O)c1nc(S(=O)(=O)c2ccc(Cl)cc2)c(N2CCC(C(N)=O)CC2)s1	13.7	0.4	0.0	2.1	-4.5	-2.1	3.3	-8.0	2.2	-5.9
O/N=C/c1ccccc1OCc1ccccc1F	1.9	-0.9	0.6	1.3	0.5	0.4	6.5	1.6	-1.3	1.1
COC(=O)[C@H](C)NC(=O)NCc1ccccc1	1.4	-5.8	-0.2	-1.4	-0.8	9.6	-0.7	-3.7	1.7	-2.3
COC(=O)c1c(NC(=O)c2nn(C)cc2Cl)sc2c1CCCC2	3.7	-1.3	-0.3	-0.7	-2.5	4.6	-8.9	-5.9	-14.3	-14.9
CC1SCC(NC(=O)c2ccccc2Cl)CS1 (configuration not stated)	0.7	-0.1	0.1	1.3	2.9	-3.8	0.1	4.1	1.6	-5.5
O=C(Cn1nnc2c(cnn2-c2ccccc2)c1=O)N1CCN(c2ccccc2F)CC1	-3.1	-2.1	0.1	-0.3	-3.5	5.8	-4.2	6.0	8.3	0.0
Cc1ccc(N2C(=O)CC(NNc3nc4ccccc4s3)C2=O)cc1 (configuration not stated)	-4.8	-0.3	-0.6	-2.2	8.1	-7.2	1.4	2.1	-2.2	-0.9
CCN(CC)C(=O)C1=C(C)N(CCCOC)C(=O)C(CC(=O)NCC2CCCCC2)C1 (configuration not stated)	-8.2	-2.3	-0.4	1.8	5.2	-6.5	-7.0	7.1	2.2	2.6
O=C1NC[C@H](c2ccccc2)N(CCC23CC4CC(CC(C4)C2)C3)C1=O	-9.0	-0.5	0.2	-1.6	-3.5	-9.0	-1.0	-3.1	-0.9	-0.7
N#C/C(=C\Nc1ccc(Cl)cn1)S(=O)(=O)c1ccccn1	0.0	-5.8	-0.3	-1.0	5.8	-9.6	-1.3	4.8	-1.7	-6.1
CCOC(=O)C1CCN(CCCSc2ccccc2)CC1	4.2	2.8	0.3	-0.1	-12.3	-7.8	-3.5	-5.1	2.0	-3.8
COc1ccc(-c2cn(-c3ccc(C)cc3C)c(=S)[nH]2)cc1OC	3.1	-5.7	0.3	-3.1	-2.4	2.2	8.2	5.4	7.2	-0.9
S=c1[nH]nc(-c2cccs2)n1/N=C/c1c(Cl)cccc1Cl	-15.5	1.6	0.6	-5.5	4.9	-1.8	-7.8	-3.3	-25.3	-34.2
CC(C)CN(C#N)c1nc(N2CCOCC2)nc(N2CCOCC2)n1	-10.2	-6.7	0.8	-1.8	5.2	-5.7	-2.5	6.8	0.1	3.0
CC(O)C(NC=C1C(=O)OC(C)(C)OC1=O)C(=O)O (configuration not stated)	2.3	1.7	-0.1	-2.5	-4.2	-3.7	-3.0	5.9	-1.0	2.5
O=C(NCc1ccccc1)C1C(=O)N(Cc2ccccc2)C(=O)C1C1(O)CCCC1 (configuration not stated)	12.2	4.3	0.1	1.1	-0.3	1.4	-3.1	-6.2	0.1	-3.0
Cc1ccc([C@H]2C[C@H](O)[C@@H](n3cc(-c4ccc(F)cc4)nn3)CN2CC2CCCCC2)cc1	12.5	-0.8	-0.1	1.8	-3.4	0.2	-0.2	2.9	-1.5	-2.0
CCN1C(=O)c2ccc(C(=O)O)cc2C1=O	-14.4	0.5	0.2	-1.6	-1.0	-9.4	-0.8	3.6	-1.2	-2.1
Cc1ccc(C(=O)NCCc2nnc3ccc(SCC(=O)Nc4ccc(C)cc4C)nn23)cc1	0.4	5.5	0.0	7.2	2.9	-6.8	-4.0	4.4	-1.3	-4.3
CC(C)c1cccc(-c2csc(C(C)(O)c3ccc(F)c(F)c3)n2)c1 (configuration not stated)	15.5	2.1	0.2	1.8	-4.6	12.8	7.2	6.2	2.2	1.7
Cc1cc(C)cc(NC(=S)N2CCN(S(=O)(=O)c3ccccc3)CC2)c1	-4.4	4.3	0.9	0.8	2.2	10.0	-4.8	1.3	-1.9	-3.9
O=[N+]([O-])c1cc2c(cc1CN1CCN(c3ccc(F)cc3)CC1)OCO2	-2.7	2.3	0.6	-1.3	0.8	-7.5	-0.5	11.0	-1.3	-4.7
CCNC(=O)NC(=O)CSc1nnc(-c2c[nH]c3ccccc23)o1	2.3	-2.3	0.3	-0.6	-1.4	-5.9	0.8	1.8	0.9	0.2
COc1ccc(CC(=O)Nc2cc(C)c3c(=O)oc4ccccc4c3n2)cc1	-2.8	4.3	-0.5	2.9	1.2	-11.0	-2.9	4.7	-0.7	2.0
C/C(=N\NC(=O)OC(C)(C)C)c1cccc([N+](=O)[O-])c1	-5.8	-1.2	0.0	-1.9	-3.7	3.2	-0.8	2.5	3.3	3.0

# Whole records, looked up by structure. Order of screens: ARFGAP1 inh | MBD2 DNA inh | KLK7 zymogen act | UHRF1 binding | Tn7 DDE FP | ASAP1 GAP inh | ADAM17 inh | DDE Tn6 FP inh | PLCg1 inh | PLC-beta3 inh
# CCOC(=O)C1CCN(CCCSc2ccccc2)CC1 reads 4.2 | 2.8 | 0.3 | -0.1 | -12.3 | -7.8 | -3.5 | -5.1 | 2.0 | -3.8
# Cc1ccc(N2C(=O)CC(NNc3nc4ccccc4s3)C2=O)cc1 (configuration not stated) reads -4.8 | -0.3 | -0.6 | -2.2 | 8.1 | -7.2 | 1.4 | 2.1 | -2.2 | -0.9

# (list continues)
SMILES	ARFGAP1 inh	MBD2 DNA inh	KLK7 zymogen act	UHRF1 binding	Tn7 DDE FP	ASAP1 GAP inh	ADAM17 inh	DDE Tn6 FP inh	PLCg1 inh	PLC-beta3 inh
Cc1ccc(S(=O)(=O)N2[C@@H](CO)CO[C@H]2CC(=O)c2cccs2)cc1	5.3	-6.5	0.9	-0.8	-4.2	4.7	-0.3	-8.8	0.0	-0.8
COc1cc2c(cc1OC)C(C)N(C(=O)c1sc(-c3cnccn3)nc1C)CC2 (configuration not stated)	15.6	-1.6	0.1	-0.9	-9.7	1.7	-3.6	-4.1	4.6	-6.2
Cc1nn(-c2ccccc2)c(C)c1/C=N\NS(=O)(=O)c1ccc(Cl)cc1	-2.3	2.9	0.3	-0.7	7.1	6.5	-1.9	3.0	-0.4	1.9
CCOc1ccc(NC(=O)c2ccccc2SC)cc1	-3.3	-0.3	-0.1	-0.7	-1.6	3.6	-2.2	0.3	-1.9	-2.5
CCOc1cc2c(C)cc(=O)oc2cc1Cl	8.1	3.3	1.1	-0.5	-8.2	10.1	-22.5	-1.9	-16.2	-14.7
CC(C)C(=O)Nc1nc(-c2ccccc2)ns1	1.7	3.7	-0.1	2.1	6.4	13.5	-0.3	-7.2	-2.1	-5.8
Cc1cc(C(=O)N/N=C/c2ccc(O)c(O)c2O)c(C)n1-c1ccccc1	4.8	-1.0	0.3	-4.7	-3.0	-4.6	2.5	1.4	-2.0	-10.3
COc1ccc(NC(=O)CSc2n[nH]c(=O)n2C2CC2)cc1Cl	-7.3	-6.9	0.1	-0.2	2.2	-12.4	-0.1	-0.5	5.2	-4.8
CCn1cc(S(=O)(=O)Nc2cc(C(=O)OC)ccc2C)cn1	-6.3	-5.1	-0.1	1.1	-6.2	0.4	0.4	-16.8	3.4	-4.9
CCN(CC)S(=O)(=O)c1ccc(S(=O)(=O)Nc2cc3c(cc2C(C)=O)OCO3)cc1	0.6	0.3	-0.6	2.6	1.6	-5.5	-2.8	6.0	-0.5	-3.2
CCN(CC)S(=O)(=O)c1ccc2[nH]cc(C(=O)NCCN3CCCCC3C)c(=O)c2c1 (configuration not stated)	13.6	-5.6	-7.3	1.3	0.2	4.0	-27.4	-3.7	-1.1	-4.6
CCOC(=O)C(=O)N(C)c1c(CC)nc2c(OCc3ccccc3)cccn12	3.5	0.0	-0.5	-0.1	-8.9	-2.5	-2.5	0.7	0.0	2.0
O=C(Nc1nnc(SCc2ccc(Cl)cc2)s1)C1CC(=O)N(Cc2ccccc2)C1 (configuration not stated)	11.3	2.3	-0.1	1.3	-1.1	-7.5	0.3	13.7	1.9	1.6
COc1ccc(Cc2nnc(NC(=O)C3CCN(C(=O)c4ccco4)CC3)s2)cc1	-0.9	-5.7	-0.2	-0.5	-2.3	13.6	1.9	-6.1	-1.0	-6.7
O=C(NN1CCOCC1)c1cc(-c2ccc(Cl)c(Cl)c2)nc2ccccc12	7.7	-5.7	-0.1	-2.9	-1.1	-1.2	-0.9	-5.3	0.1	2.5
CN(C)S(=O)(=O)Nc1ccccc1F	1.7	2.2	0.8	0.5	-1.9	-10.6	-2.4	0.5	0.7	-5.6
CCCn1c(SCC(=O)Nc2cc(Cl)ccc2OC)nc(O)cc1=O	-5.2	2.1	-0.6	0.2	-0.4	0.5	-1.0	3.3	5.5	-6.2
O=C(Nc1cc(Cl)ccc1O)c1snnc1-c1ccccc1	9.7	-0.9	0.0	-3.0	-5.3	11.1	4.2	2.5	4.3	0.0
O=C(C[C@H]1CC[C@@H]2[C@H](COC[C@H](O)CN2C(=O)c2cnccn2)O1)NCc1ccc(Cl)cc1	9.4	-1.3	-0.7	-1.6	-4.8	-0.3	-3.5	4.8	1.9	1.2
